UBC13 inh – blocks human UBC13 polyubiquitin chain formation. P61088. TR-FRET. inhibition, % at 20 µM. 330,000 compounds, 0.47% hits. AID 485273; in the data active = inhibition above about 45%, passing the limit was not always enough
ATG4B inh – blocks human ATG4B protease cleavage of LC3 substrate | Q9Y4P1 | ATG4B cleavage of LC3-PLA2, NBD-HPC fluorescence, 1 h | inhibition, % at 8.33 µM | 340,000 compounds, 0.51% hits | AID 504462; in the data active = inhibition above about 40%
Target sequence (Q9Y4P1 whole entry, looked up): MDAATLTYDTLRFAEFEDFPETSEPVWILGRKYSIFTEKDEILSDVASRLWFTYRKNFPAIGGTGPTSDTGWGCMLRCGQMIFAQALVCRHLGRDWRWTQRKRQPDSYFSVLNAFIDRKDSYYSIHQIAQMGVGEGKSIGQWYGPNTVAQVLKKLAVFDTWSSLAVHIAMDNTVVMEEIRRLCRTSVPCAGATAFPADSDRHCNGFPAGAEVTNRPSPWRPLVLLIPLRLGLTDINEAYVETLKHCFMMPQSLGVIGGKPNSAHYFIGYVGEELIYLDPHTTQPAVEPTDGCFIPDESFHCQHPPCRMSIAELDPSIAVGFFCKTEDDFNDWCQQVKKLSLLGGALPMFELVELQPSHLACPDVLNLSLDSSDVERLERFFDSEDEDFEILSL
CXCR6 block – inhibitors of human CXCR6 receptor; O00574; CHO-K1 PathHunter CXCR6 beta-arrestin, luminescence; inhibition, % at 20 µM; 360,000 compounds, 0.36% hits; AID 602244; in the data active = inhibition above about 34%, passing the limit was not always enough;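 note: antagonist mode with CXCL16 agonist at 10 nM final; 0% = 10 nM CXCL16 with DMSO and 100% = unstimulated wells without agonist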
Target sequence (O00574 whole entry, looked up): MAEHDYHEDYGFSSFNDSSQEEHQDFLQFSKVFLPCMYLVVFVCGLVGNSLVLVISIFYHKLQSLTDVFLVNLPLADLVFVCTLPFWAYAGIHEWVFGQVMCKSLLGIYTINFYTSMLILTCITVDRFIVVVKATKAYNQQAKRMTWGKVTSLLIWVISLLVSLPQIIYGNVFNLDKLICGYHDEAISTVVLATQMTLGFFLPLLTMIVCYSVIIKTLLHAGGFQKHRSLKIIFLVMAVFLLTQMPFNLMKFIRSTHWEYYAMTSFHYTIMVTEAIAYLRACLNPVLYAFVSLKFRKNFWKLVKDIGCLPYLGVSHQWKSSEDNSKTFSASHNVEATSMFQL
Gli-Sufu block – antagonists of Gli-Sufu signaling. inhibition, % at 5 µM. 340,000 compounds, 0.74% hits. Sufu-KO-LIGHT fibroblasts, Gli luciferase reporter luminescence;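 active = inhibition above about 55%, limit read from the data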;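 note: 0% = DMSO-treated cells and 100% = wells with medium but no cells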
EBI2 block – antagonists of human EBI2 receptor; P32249; EBI2 beta-arrestin recruitment, luminescence, 7a,25-OHC stimulated; inhibition, % at 5 µM; 360,000 compounds, 0.81% hits; in the data active = inhibition above about 38%;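 note: enzyme fragment complementation signal reports receptor beta-arrestin coupling in cells; 0% = agonist plus DMSO wells and 100% = wells without agonist; some results beyond the cut were filed as inactive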
APJ antag – blocks the human apelin receptor APJ; CHO-K1 APJ beta-arrestin complementation, luminescence; inhibition, % at 20 µM; 330,000 compounds, 0.32% hits; AID 2521;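 active = inhibition above about 40% at 20 µM, limit read from the data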;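 note: cells challenged with 10 nM apelin-13 agonist together with compound; plate controls were apelin-13 plus DMSO wells for no effect and DMSO wells lacking apelin-13 for full effect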
Target sequence (P35414 whole entry, looked up): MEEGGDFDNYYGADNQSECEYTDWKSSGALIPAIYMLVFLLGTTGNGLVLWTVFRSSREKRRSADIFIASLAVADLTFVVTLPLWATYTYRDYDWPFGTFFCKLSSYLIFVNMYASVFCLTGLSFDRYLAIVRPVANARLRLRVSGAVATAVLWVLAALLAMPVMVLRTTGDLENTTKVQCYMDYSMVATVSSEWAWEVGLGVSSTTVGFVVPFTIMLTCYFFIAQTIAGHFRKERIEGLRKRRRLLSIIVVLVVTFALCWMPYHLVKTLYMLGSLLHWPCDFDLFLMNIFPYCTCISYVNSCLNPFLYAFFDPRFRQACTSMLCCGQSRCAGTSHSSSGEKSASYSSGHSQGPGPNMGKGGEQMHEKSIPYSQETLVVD
APJ ag – activates the human apelin receptor APJ. P35414. CHO-K1 APJ PathHunter beta-arrestin, luminescence; 0% DMSO wells, 100% apelin. activation, % at 20 µM. 330,000 compounds, 0.11% hits;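 active = activation more than six SD over the plate average, tested at 20 µM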;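 note: 0% = DMSO alone and 100% = apelin-13 at 10 nM; some results filed as inactive read as strong as hits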
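Material: engineered CHO-K1 APJ arrestin reporter cells; amount: 1000 CHO-K1 reporter cells seeded per well; incubation: compound stimulation 90 min at 25 °C, detection 60 min; signal: luminescent beta-gal fragment complementation, chemiluminescent substrate; read-out basis: APJ agonist activity; controls: DMSO-only wells as negative, 10 nM Apelin-13 as positive control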
CCR6 antagonist – CCR6 (human) receptor antagonism. inhibition, % at 20 µM. AID 493098. 340,000 compounds, 0.49% hits. P51684. CHO-K1 CCR6 PathHunter beta-arrestin, luminescence, CCL20-stimulated;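 active = compounds whose inhibition of the agonist-driven luminescence signal at 20 µM reaches about 50%, limit read from the data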;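 note: cells stimulated with CCL20 at 14 nM final; plate controls were DMSO with CCL20 for no effect and DMSO without agonist for full effect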
Numbers without * were called inactive.

SMILES	UBC13 inh	ATG4B inh	CXCR6 block	Gli-Sufu block	EBI2 block	APJ antag	APJ ag	CCR6 antagonist
COc1ccc(/C(O)=C2/C(=O)C(=O)N(CCN(C)C)C2c2ccc(OC)c(OC)c2)c(C)c1 (stereo unspecified)	1	-8	-1	3	6	21	-2	5
Nc1nonc1C(=O)NCCNCc1c(OCc2ccccc2F)ccc2ccccc12	12	2	-5	4	22	0	-2	10
O=C(CNS(=O)(=O)c1ccc([N+](=O)[O-])cc1)N/N=C\c1ccc(O)cc1	-6	7	-12	4	0	-29	10	-4
COC(=O)c1c(C)[nH]c(C(=O)/C=C/c2ccccc2Cl)c1C	-20	-7	-14	-38	-5	-5	-1	5
O=S(=O)(Oc1ccc(Cl)cc1)c1cccc2cccnc12	1	-11	-1	-4	-22	12	-2	8
CC(=O)Nc1cc(-c2ccccc2)ccc1O	-9	0	-6	-1	7	-3	-1	-1
CCN(C(=O)COC(=O)Cc1c[nH]c2ccccc12)C1CCS(=O)(=O)C1 (stereo unspecified)	2	4	-3	0	1	0	1	10
COc1cc2cnc(-c3ccccc3F)cc2cc1OC	-8	-7	5	-16	9	7	-3	9
Cc1ccc2nc(COC(=O)c3ccc(Cl)nc3)cc(=O)n2c1	-2	-1	-4	2	-24	4	-3	4
Cc1cc(OCC(=O)NCCCN2CCOCC2)c2c(C)cc(=O)oc2c1	10	-5	-5	3	-10	3	1	6
Cc1cc(C)c2cc(CN(CCO)C(=O)Nc3ccc(F)cc3)c(=O)[nH]c2c1	10	-13	-10	-10	4	6	-2	15
O=S(=O)(c1ccc(N2CCN(CCO)CC2)nc1)N1CCOCC1	-6	-4	1	-13	-6	19	-4	4
Cc1[nH][nH]c(=O)c1C(c1ccccc1[N+](=O)[O-])C(C#N)C#N (stereo unspecified)	-1	-4	-4	2	0	-15	2	3
CCCC[C@@H]1CN=C(N)N1CC(C)(C)C	4	-1	4	11	-12	26	-5	6
Cc1sc2nc(SCC(=O)Nc3cccc(S(N)(=O)=O)c3)[nH]c(=O)c2c1C	18	-13	-7	0	7	7	-4	5
O=S(=O)(c1cccc(F)c1)N1CCN(c2nc(-c3cccnc3)nc3ccccc23)CC1	9	-17	6	9	-13	-1	-1	7
COCCNC(=O)c1cn(C)c2ccccc2c1=O	-4	-31	8	11	-5	-31	-5	3
C/C(CC(=O)Nc1ccc2c(c1)OCCO2)=N\NC(=O)C(=O)Nc1ccccc1C	5	-2	-4	1	-11	15	-2	13
CC(C)(C)Sc1ccc2nc3c(n2c1)CCCC3	14	-1	-3	17	-2	6	-3	23
Cc1ccc(-c2cc(C(=O)N3CCN(c4ccc(O)cc4)CC3)c3ccccc3n2)cc1	-9	32	3	-16	-11	-5	3	3
C=CC[C@@H](CC(=O)N(CCO)Cc1ccccc1)C(=O)N[C@@H](C)COC(=O)[C@@H](CC=C)CC(=O)OC(C)(C)C	0	-5	8	-3	0	8	-4	7
O=C(CN1CCCCC1)Nc1ccc(NC(=O)c2ccccc2Cl)cc1Cl	7	5	8	-4	14	3	-1	-5
COC/C=C/C1=CC2=CC(=O)C(C)(OC(=O)c3cnc4ccccc4n3)C(=O)C2=CN1C1CC1 (stereo unspecified)	-74	-4	-3	-8	-22	-52	6	4
CC(=O)Oc1ccccc1C(=O)Oc1ccc(/C=N/n2cnnc2)cc1	5	3	7	2	-30	-6	-2	-2
O=C(Nc1ccc(Cl)cc1)Nc1ccon1	-1	-7	-6	1	-8	-20	4	-6
SMILES	UBC13 inh	ATG4B inh	CXCR6 block	Gli-Sufu block	EBI2 block	APJ antag	APJ ag	CCR6 antagonist
CCOC(=O)COn1c2c(c3c4no[n+]([O-])c4ccc31)CCCC2	5	3	1	-4	-14	20	-4	5
COc1cccc(CNn2c(-c3cccc(C)c3)nc3ccccc3c2=O)c1	5	26	0	0	18	10	-4	11
O=C(CN1CCCCC1)N1N=C(c2cccs2)CC1c1cccs1 (stereo unspecified)	8	5	-2	16	-9	0	-6	13
COc1cccc(CNC(=O)COC(=O)CN(C)S(=O)(=O)c2ccc(NC(C)=O)cc2)c1	3	-4	5	-1	3	18	2	6
Cc1ccc2nc3sc(C(=O)N4CCOCC4)c(N)c3cc2c1	-9	-9	2	6	4	20	-5	21
CN(CC1CCOCC1)C(=O)CC1C(=O)NCCN1Cc1cccc(F)c1 (stereo unspecified)	-4	-5	-3	-2	-12	-14	-1	0
CC(CNC(=O)CCn1c(=O)c2cccn2c2ccc(F)cc21)c1ccccc1 (stereo unspecified)	8	3	3	23	6	8	-1	4
CC(C)(C)NC(=O)CN(C(=O)c1snc(C(=O)NC2CCCCC2)c1N)c1ccccc1F	6	3	1	16	3	2	-2	9
Cc1c(Cl)cccc1NC(=O)CCCCCN1C(=O)CCC1=O	5	5	-2	-23	-6	6	0	11
CC(=O)N1CCc2cc(S(=O)(=O)NCCC(=O)NCCc3ccccc3)ccc21	6	-1	-3	6	-5	11	0	1
C#CCOCCOCCOCCNc1nc(N2CCOCC2)nc(N2CCN(C(=O)[C@H](CC(N)=O)n3cc([C@@H](N)C(C)C)nn3)CC2)n1	12	0	2	-9	1	8	-3	9
O=C(C[n+]1ccc(CCSc2ccc(F)cc2)cc1)c1ccccc1	72*	8	0	-4	-1	12	-4	5
Cc1ccc2nc(NC(=O)CNS(=O)(=O)c3ccc(Br)s3)sc2c1	-24	-13	-8	-5	0	15	-3	-22
O=C(Nc1cccc(S(=O)(=O)NC2=NCCCCC2)c1)c1cc(-c2ccccc2)nc2ccccc12	4	14	-7	3	-11	-19	1	2
COc1cccc(N(CC(=O)N2CCN(C)CC2)S(=O)(=O)c2ccc(C)cc2)c1	0	0	-4	7	-4	14	-2	-1
COc1cc(OC)cc(C(=O)NCCSC2CCCCC2)c1	0	11	-8	-14	17	1	-1	22
Cc1cc(C)c(-c2c(O)c3cnn(-c4ccccc4)c3[nH]c2=O)c(C)c1	4	5	0	4	-2	1	0	-1
O=C(CC12CC3CC(CC(C3)C1)C2)NC(=S)NCc1ccco1	0	-13	9	8	-2	35	-4	26
COc1ccc(CC(=O)NC(CC(=O)O)c2ccc(OC)cc2)cc1 (stereo unspecified)	-2	-1	-3	-2	1	-1	9	-1
CC(=O)N1CCc2cc(S(=O)(=O)CCC(=O)NCCc3ccccc3)ccc21	-6	3	4	4	-4	-1	-5	-1
Cc1ccc(-n2c(O)c(C=Nc3ccc4c(c3)OCO4)c3ccccc3c2=O)cc1C	-10	-4	-3	-3	17	6	-2	5
O=C1/C(=C\c2cccnc2)Sc2ccccc21	-24	3	-9	2	8	-57	3	0
COc1ccc(CNC(=O)Cn2cc(C(F)(F)F)ccc2=O)cc1	-5	-7	-9	-4	-8	-3	-2	-4
NC(=O)c1cc2cc(Cl)ccc2o/c1=N/NC(=O)c1cccs1	-7	4	4	-7	-28	-3	-7	8
COC(=O)[C@H](C(C)C)n1c(C)c(C(C)=O)c(C(C)=O)c1C	-10	-5	-6	-1	-2	1	1	-6

Quoted at random: 3 compounds from above.
SMILES	UBC13 inh	ATG4B inh	CXCR6 block	Gli-Sufu block	EBI2 block	APJ antag	APJ ag	CCR6 antagonist
C#CCOCCOCCOCCNc1nc(N2CCOCC2)nc(N2CCN(C(=O)[C@H](CC(N)=O)n3cc([C@@H](N)C(C)C)nn3)CC2)n1	12	0	2	-9	1	8	-3	9
O=C1/C(=C\c2cccnc2)Sc2ccccc21	-24	3	-9	2	8	-57	3	0
NC(=O)c1cc2cc(Cl)ccc2o/c1=N/NC(=O)c1cccs1	-7	4	4	-7	-28	-3	-7	8

Profiles from above.
Cc1ccc2nc3sc(C(=O)N4CCOCC4)c(N)c3cc2c1 is entered as UBC13 inh: -9; ATG4B inh: -9; CXCR6 block: 2; Gli-Sufu block: 6; EBI2 block: 4; APJ antag: 20; APJ ag: -5; CCR6 antagonist: 21
NC(=O)c1cc2cc(Cl)ccc2o/c1=N/NC(=O)c1cccs1 is entered as UBC13 inh: -7; ATG4B inh: 4; CXCR6 block: 4; Gli-Sufu block: -7; EBI2 block: -28; APJ antag: -3; APJ ag: -7; CCR6 antagonist: 8

Going on with the list.
SMILES	UBC13 inh	ATG4B inh	CXCR6 block	Gli-Sufu block	EBI2 block	APJ antag	APJ ag	CCR6 antagonist
O=C(NCc1ccccc1)C1=C[C@@H](c2ccc3c(c2)OCO3)C[C@@H](OCc2ccc(CO)cc2)O1	2	-16	6	-27	12	-4	-6	15
COc1ccc(CNS(=O)(=O)c2c(C)[nH]c(C)c2C(=O)N2CCCC2)cc1	-6	1	6	-11	-5	8	6	0
Cc1ccc(NC(=O)c2ccc(F)cc2F)cc1	9	2	-3	-87	0	18	4	11
CC[C@]12c3[nH]c4ccccc4c3CCN1C(=O)C(CC(=O)NC/C=C(\C)CCC=C(C)C)C[C@@H]2C(=O)N1CCN(C(=O)c2ccco2)CC1 (stereo partly specified)	23	-11	13	9	29	1	-4	13
COc1ccc(C(=O)NCc2nc(C)c(C)s2)cc1OC1CCN(C(C)C)CC1	4	19	4	15	-4	1	-8	4
O=C(CCn1c(=S)oc2ccccc21)Nc1cc([N+](=O)[O-])ccc1F	2	-14	4	4	-19	9	-3	11
CCc1cc(C(=O)NCC2CCCO2)sc1C (stereo unspecified)	0	-4	-1	-9	1	2	-3	6
CC12CCC(=O)N1C(C(=O)NCCc1ccc(F)cc1)CS2 (stereo unspecified)	7	-6	2	0	4	-4	-4	2
OCc1ccnc2c(O)cccc12	-18	0	-9	0	-15	-21	9	5
Cc1cc(Cl)c(OCCCSc2nc(C)cc(=O)[nH]2)c(Br)c1	-12	6	-4	2	0	28	-4	12
CCN(CC)S(=O)(=O)c1ccc(OC)c(NC(=O)c2cc([N+](=O)[O-])ccc2Cl)c1	2	-9	-10	14	28	8	6	-7
COc1ccc(S(=O)(=O)Nc2ccc3c(c2)n(C)c(=O)n3C)cc1OC	8	-3	1	-10	-14	21	-5	9
Cc1ccc2nc(Cl)c(C3CC(c4cccs4)=NN3S(C)(=O)=O)cc2c1 (stereo unspecified)	0	-12	11	-2	-8	9	-2	3
N=c1n(CC(=O)c2ccc([N+](=O)[O-])cc2)c2ccccc2n1Cc1ccccc1	6	-8	-16	6	32	-49	0	-6
Cc1ccc(N2C(N)=C(C#N)C(c3cccnc3)C3=C2CCCC3=O)cc1 (stereo unspecified)	-14	2	-4	0	-6	1	5	21
CC(C)CCNC(=O)C(c1cccnc1)N(CCc1ccccc1)C(=O)Cn1nnc2ccccc21 (stereo unspecified)	8	3	2	13	-5	-4	1	5
CC(/C=N/Nc1nc(C)cc(=O)[nH]1)=C\c1ccccc1	-9	10	9	-36	19	18	-1	4
O=C(NCc1ccc(-c2csnn2)cc1)c1cccs1	-2	6	3	1	-15	11	-4	5
CCc1noc(C)c1C(=O)Oc1ccc(N(C)S(=O)(=O)c2ccc(C)c(C)c2)cc1	-9	-5	4	16	28	9	4	14
COc1ccc(/C=N/NC(=O)c2cc(-c3ccc4c(c3)OCO4)n[nH]2)cc1OC	3	-38	-1	-12	-12	-5	2	-4
Nc1nonc1OCCOCCOCCOc1nonc1N	-11	11	-2	-4	-6	-6	-2	4
Cc1cccc(NC(=O)Cn2c(C)c(C#N)c3ccccc32)c1C	-2	-3	2	40	13	14	-2	15
Cc1ccccc1C(=O)c1cccn1CC(=O)NCCC1=CCCCC1	-1	40	-6	1	1	1	0	-3
CCn1c(-c2c(Cl)c(C)nn2C)n[nH]c1=S	6	-5	-6	-3	12	-27	-1	-8
CCCS(=O)(=O)N1CCC(C(=O)NCc2ccc(F)cc2)CC1	-3	5	-2	-8	-4	-4	-3	8
CC1CCN(S(=O)(=O)c2ccc(C(=O)NC3CCS(=O)(=O)C3)cc2)CC1 (stereo unspecified)	3	-4	2	2	4	-10	-6	1
O=[N+]([O-])c1ccc(OCc2cccc(COc3ccc([N+](=O)[O-])cc3)n2)cc1	8	-1	-8	0	5	-3	-1	-7
CCN(CC)c1ccc(C(=O)OCC(=O)NC(C)(C)C)cc1	-8	2	5	8	4	-7	-5	9
Cc1cc(C)c(C#N)c(N2CCSCC2)n1	11	-5	1	-9	-2	9	-1	13
CCCc1c(C(=O)N/N=C(/C)c2ccncc2)nnn1-c1nonc1N	-1	-6	1	8	-10	13	-6	6

Assay outcomes deposited in PubChem by Sanford-Burnham Center for Chemical Genomics.
